From PubChem BioAssay
MIN6 prolif = induces beta-cell replication in MIN6 cells; MIN6 cells proliferation, ATPlite luminescence, 48 h; cells starved in 0.2% serum; 100% = growth in 10% serum; proliferation, % at 10 µM; 330,000 compounds, 0.29% hits;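 active = compounds whose signal lies at least 3.5 SD above the mean of all wells on their plate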;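 also: 0% = DMSO-treated cells in low-serum medium and 100% = 10% serum control; some compounds called inactive have numbers as strong as hits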
A3G deaminase = inhibitors of human APOBEC3G DNA deaminase | Q9HC16 | recombinant A3G, ssDNA deamination FAM/TAMRA fluorescence | inhibition, % at 20 µM | 330,000 compounds, 0.28% hits | AID 493012;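 active = inhibition of at least 40% at 20 µM, with no more than 30% in the related APOBEC3A deaminase screen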;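 also: plate controls were DMSO wells with A3G for no effect and wells lacking A3G enzyme for full effect; some compounds called inactive have numbers as strong as hits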
Target sequence (Q9HC16 whole entry, looked up): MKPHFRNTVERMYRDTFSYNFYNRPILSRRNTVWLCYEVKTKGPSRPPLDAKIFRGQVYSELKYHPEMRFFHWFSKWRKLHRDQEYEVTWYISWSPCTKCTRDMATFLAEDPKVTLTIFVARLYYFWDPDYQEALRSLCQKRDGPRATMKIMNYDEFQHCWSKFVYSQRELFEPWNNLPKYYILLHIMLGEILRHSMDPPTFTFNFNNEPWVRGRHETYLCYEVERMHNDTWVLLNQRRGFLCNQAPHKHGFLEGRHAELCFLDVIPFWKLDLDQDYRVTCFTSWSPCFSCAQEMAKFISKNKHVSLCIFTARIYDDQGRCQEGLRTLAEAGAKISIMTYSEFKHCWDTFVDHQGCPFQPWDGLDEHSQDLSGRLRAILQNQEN
NALP3 yeast inh = NALP3 inhibition in yeast. Yeast reconstituted NLRP3/ASC/caspase-1, beta-gal luminescence, 24 h. inhibition, % at 10 µM. 330,000 compounds, 0.39% hits;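 active = inhibition of 50% or more; inactive = inhibition below 50%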;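 also: plate controls were induced DMSO wells for no effect and uninduced yeast grown without galactose for full effect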
mIAP block = blocks mouse intestinal alkaline phosphatase; purified mouse IAP, CDP-Star luminescence, 30 min; inhibition, % at 10 µM; 330,000 compounds, 0.2% hits;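 active = inhibition of at least 40% at 10 µM in the primary screen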;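 also: plate controls were DMSO with enzyme for no effect and no enzyme wells for full effect; values of inactives mirror those of a sister screen read the other way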
TIM10 inh = inhibits growth of TIM10 yeast strain; S. cerevisiae TIM10 strain growth, BacTiter-Glo luminescence, 24 h; inhibition, % at 10 µM; 330,000 compounds, 1.4% hits;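 active = inhibition of 40% or more at the single tested concentration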;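 also: wild-type TIM10 isogenic control strain grown at permissive 25 °C; 0% = DMSO yeast wells and 100% = minimal medium wells without yeast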
tim10-1 inh = growth inhibitors of tim10-1 mutant yeast | S. cerevisiae tim10-1 ts strain growth, BacTiter-Glo, 24 h | inhibition, % at 20 µM | 330,000 compounds, 2.2% hits | AID 463190;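 active = inhibition of at least 40%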;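 also: mutant grown at 25 °C; 0% = DMSO wells with yeast and 100% = wells holding no yeast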
mIAP act = mouse IAP activation. AID 2805. muIAP, CDP-Star luminescence, 30 min; hits give high values; 1 = vehicle-only enzyme signal, 0 = enzyme-free wells. 330,000 compounds, 0.24% hits. activation factor at 10 µM;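 active = activation factor of at least 2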; also: the source names both 10 and 20 µM as test concentration; values of inactives mirror those of a sister screen read the other way
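System: mouse IAP enzyme. Reagent: CDP-Star chemiluminescent phosphatase substrate. Benchmarks: DMSO wells, no-enzyme wells. Times: 30 min enzyme-substrate-compound incubation at room temperature. Detection: luminescence from enzymatic CDP-Star hydrolysis. Doses: test compounds delivered from DMSO solution.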
A3A deaminase = inhibitors of human APOBEC3A DNA deaminase. recombinant A3A, FAM/TAMRA ssDNA deamination fluorescence. 330,000 compounds, 0.41% hits. inhibition, % at 20 µM;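 active = at least 40% inhibition at 20 µM here, with at most 30% in a related deaminase screen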;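 also: plate controls were A3A with DMSO for no effect and wells lacking A3A enzyme for full effect; some results filed as inactive read as strong as hits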
Target sequence (P31941 whole entry, looked up): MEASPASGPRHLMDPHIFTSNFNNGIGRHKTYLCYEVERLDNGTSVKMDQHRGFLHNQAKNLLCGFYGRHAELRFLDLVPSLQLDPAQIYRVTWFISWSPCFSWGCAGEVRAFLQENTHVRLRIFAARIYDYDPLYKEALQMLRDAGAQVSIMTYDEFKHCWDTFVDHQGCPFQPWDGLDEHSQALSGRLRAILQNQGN
hIAP inh = human IAP inhibition; inhibition, % at 10 µM; 330,000 compounds, 0.12% hits; P09923; purified IAP, CDP-Star luminescence, 30 min;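 active = inhibition reaching a set limit with compound at 10 µM in the primary screen, cut at about 35% in these data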;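 also: plate controls were DMSO wells with enzyme for no effect and no-enzyme buffer wells for full effect; values of inactives mirror those of a sister screen read the other way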
* marks the source's active call; other numbers are inactive results; / = not tested or not shown.

mol	MIN6 prolif	A3G deaminase	NALP3 yeast inh	mIAP block	TIM10 inh	tim10-1 inh	mIAP act	A3A deaminase	hIAP inh
OC(CNCc1ccc(F)cc1)(c1ccccc1)c1ccc(F)cc1 (stereo not drawn)	-5	-7	0	-1	6	24	1	1	-12
CC(=O)Nc1ccccc1-c1ccc(C)o1	-2	-6	-1	-1	5	-1	1	-14	4
Cc1c(C(=O)N(C)C)sc(NC(=O)c2cc([N+](=O)[O-])cc([N+](=O)[O-])c2)c1C#N	-2	2	21	4	-4	13	0.96	5	-9
CCOc1ccc(S(=O)(=O)NC(C)C(=O)NCc2ccncc2)cc1 (stereo not drawn)	0	-9	16	5	-8	-1	0.95	-2	1
Cc1cccc(N/C=C/C(=O)c2ccc(Cl)cc2)c1	-3	-12	23	1	7	18	0.99	-2	-1
Cc1ccccc1-c1nnn(CC(=O)NC(=O)NC2CCCC2)n1	-2	-1	5	-11	12	0	1.1	1	2
COc1ccc(-c2nnc(SCC(=O)c3ccc4c(c3)OCCO4)o2)cc1	-1	-5	11	2	0	24	0.98	-3	-4
Cc1ccccc1-n1c(SCC(=O)NCc2cccs2)nnc1-c1ccncc1	1	-2	1	1	-1	24	0.99	3	-1
CCOC(=O)NC(=S)Nc1cccc(NC(=S)NC(=O)OCC)c1	0	3	22	-4	8	11	1	1	-2
COc1ccc(Nc2cc(C)c3c(O)cccc3n2)cc1	-5	4	1	-1	-10	-3	1	-3	-2
N#CCC(=N)N1CCN(c2ccc(F)cc2)CC1	0	-3	11	3	4	3	0.97	2	-12
CN(C(=O)COC(=O)c1ccc(F)c(S(=O)(=O)N2CCOCC2)c1)C1CCS(=O)(=O)C1 (stereo not drawn)	-7	7	2	-11	-1	2	1.1	4	3
Cc1ccc(/C=N/n2c(C)nc3ccccc3c2=O)o1	-3	-4	7	1	-1	-1	0.99	1	7
CCOc1ccccc1NC(=O)C(=O)/C=C(\O)c1cc(OC)ccc1OC	3	-3	7	10	29	21	0.9	-2	4
O=C(NCC1CCCO1)c1ccc(-c2ccccc2Cl)o1 (stereo not drawn)	-5	-3	28	-3	-7	20	1	4	-10
Cc1ccc(CNC(=O)Cn2cnc(C(=O)Nc3ccc(C)c(C)c3)n2)o1	/	3	/	-3	-10	14	1	-2	/
Cc1nc(N2CCCCC2)sc1C(=O)c1cccc([N+](=O)[O-])c1	3	1	16	-7	6	24	1.1	1	13
CC(=O)N1C(C)c2ccccc2C(C)(C)CC12CCCCC2 (stereo not drawn)	-2	-1	-11	1	42*	36	0.99	4	17
CC[C@@H](C)[C@H](NC(=O)Cc1c(C)c2c(cc(C)c3c(C)coc32)oc1=O)C(=O)O	-5	-8	-2	8	13	10	0.93	-3	-8
CCNC(=O)OCC12CC3CC(CC(C3)C1)C2	-2	-6	7	-8	-14	0	1.1	2	-3
O=C(CSc1nc2c(cnn2-c2ccc(F)cc2)c(=O)[nH]1)N1CCCc2ccccc21	0	-7	1	19	16	15	0.81	-4	3
COC(=O)C1=C(C)N(c2ccc(OC)c(OC)c2)C(=O)C1	-1	2	5	2	-4	7	0.98	0	5
CCc1sc2nc(SCC(=O)Nc3cc(C)on3)n(-c3cccc(OC)c3)c(=O)c2c1C	-6	-2	8	0	-25	-14	1	0	2
CCCCN(C(=O)CN1C(=O)C2CCCCC2C1=O)c1c(N)n(CCCC)c(=O)[nH]c1=O (stereo not drawn)	0	-1	6	1	0	-8	0.99	4	-10
Cc1ccc(S(=O)(=O)N2CCn3cccc3C2C)cc1 (stereo not drawn)	-4	-7	19	-8	24	21	1.1	-3	-7

At a glance, part of the list above.
mol	MIN6 prolif	A3G deaminase	NALP3 yeast inh	mIAP block	TIM10 inh	tim10-1 inh	mIAP act	A3A deaminase	hIAP inh
CCNC(=O)OCC12CC3CC(CC(C3)C1)C2	-2	-6	7	-8	-14	0	1.1	2	-3
O=C(CSc1nc2c(cnn2-c2ccc(F)cc2)c(=O)[nH]1)N1CCCc2ccccc21	0	-7	1	19	16	15	0.81	-4	3
COC(=O)C1=C(C)N(c2ccc(OC)c(OC)c2)C(=O)C1	-1	2	5	2	-4	7	0.98	0	5
CCc1sc2nc(SCC(=O)Nc3cc(C)on3)n(-c3cccc(OC)c3)c(=O)c2c1C	-6	-2	8	0	-25	-14	1	0	2
CCCCN(C(=O)CN1C(=O)C2CCCCC2C1=O)c1c(N)n(CCCC)c(=O)[nH]c1=O (stereo not drawn)	0	-1	6	1	0	-8	0.99	4	-10
Cc1ccc(S(=O)(=O)N2CCn3cccc3C2C)cc1 (stereo not drawn)	-4	-7	19	-8	24	21	1.1	-3	-7

Quoted from the listing:
CC(=O)Nc1ccccc1-c1ccc(C)o1 | A3G deaminase = -6
Cc1ccc(CNC(=O)Cn2cnc(C(=O)Nc3ccc(C)c(C)c3)n2)o1 | A3A deaminase = -2
Cc1ccccc1-n1c(SCC(=O)NCc2cccs2)nnc1-c1ccncc1 | hIAP inh = -1
CC(=O)N1C(C)c2ccccc2C(C)(C)CC12CCCCC2 (stereo not drawn) | tim10-1 inh = 36
Cc1ccc(S(=O)(=O)N2CCn3cccc3C2C)cc1 (stereo not drawn) | tim10-1 inh = 21
COc1ccc(-c2nnc(SCC(=O)c3ccc4c(c3)OCCO4)o2)cc1 | TIM10 inh = 0

Continuation:
mol	MIN6 prolif	A3G deaminase	NALP3 yeast inh	mIAP block	TIM10 inh	tim10-1 inh	mIAP act	A3A deaminase	hIAP inh
CCOC(=O)C1(Cc2cccc(OC)c2)CCCN(C(=O)c2cc(C)oc2C)C1 (stereo not drawn)	1	-7	8	-3	8	22	1	-8	-21
COc1cc(/C=C/c2onc(C)c2[N+](=O)[O-])cc(OC)c1OC	-2	-4	6	5	28	27	0.95	-4	16
Fc1ccccc1/C=N/Nc1nc(N2CCCCC2)nc(N2CCCCC2)n1	-1	-8	12	5	9	8	0.95	1	4
CC(C)CN(CC(C)C)C(=O)CN1C(=O)NC2(CCCc3ccccc32)C1=O (stereo not drawn)	-1	-8	17	3	9	16	0.97	-1	-14
CC(C)c1ccc(NC(=O)CCNC(=O)N2CC(=O)Nc3ccccc32)cc1	-2	-1	8	-5	4	-10	1.1	-1	-5
N#C/C(=N\Nc1cccc(Cl)c1)C(=O)c1ccccc1	-6	0	44	8	15	42*	0.92	-2	-5
Cc1ccc2nc3n(c(=O)c2c1)-c1ccc(Cl)cc1C(=O)NC3CC(C)C (stereo not drawn)	-2	-8	6	9	8	16	0.91	-3	-1
COc1cc2ccccc2cc1C(=O)N1CC(C)CC(C)C1 (stereo not drawn)	2	-7	14	1	22	15	0.99	-4	-8
CN(C(=O)COC(=O)COc1ccc2c(c1)CCC2)c1c(N)n(Cc2ccccc2)c(=O)[nH]c1=O	1	-5	10	5	4	11	0.95	0	4
O=C(COC(=O)c1ccccc1O)NCC1COc2ccccc2O1 (stereo not drawn)	0	-7	11	17	17	14	0.83	-3	3
CC(Sc1ccccc1)C(=O)N1CCN(S(=O)(=O)c2ccccc2F)CC1 (stereo not drawn)	-2	-8	9	-3	-4	11	1	-2	2
COc1cc(CO)cc(Br)c1OCC(=O)O	-1	8	-5	-8	2	-3	1.1	30	-5
CCCc1nc2oc3c(NCc4ccccn4)ncnc3c2c2c1COC(C)(C)C2	1	0	7	10	38	31	0.9	-1	6
CCc1ccc(NC(=O)NCC2CCN(c3ccc(OC)cc3)C2)cc1 (stereo not drawn)	-2	2	13	-53	-16	6	1.5	0	-14
CC(=O)Nc1ccc(S(=O)(=O)Nc2ccccc2C(=O)N2CCCCCC2)cc1	-1	-1	21	4	5	3	0.96	1	0
CCOc1ccc(/C=N/NC(=O)c2ccoc2C)cc1OC	-2	-9	12	-5	7	-22	1.1	-6	-13
Cc1cc(C)cc(C(=O)N2CCN=C2SCc2ccc([N+](=O)[O-])cc2)c1	0	-7	18	2	14	-2	0.98	-6	-24
CCCN(CCC)CCCNC(=O)CCNS(=O)(=O)c1ccc(Br)cc1	0	-5	19	5	-2	11	0.95	-5	10
Cc1cc(O)c(C(C[N+](=O)[O-])c2ccc(Cl)cc2)c(=O)o1 (stereo not drawn)	0	-4	-7	16	14	15	0.84	-3	6
CCOc1ccc(S(=O)(=O)N2CCCCC2)cc1NC(=O)C1CCC1	2	-5	17	-4	1	2	1	1	-5
CCOC(=O)C1=C(COC(=O)c2ccccc2[N+](=O)[O-])NC(=O)NC1C (stereo not drawn)	6	-5	16	4	3	5	0.95	-1	8
CC(C)Oc1ccc(S(=O)(=O)N2CCOCC2)cc1NC(=O)C1=COCCO1	6	-13	13	3	2	6	0.97	4	-5
O=C(COC(=O)Cc1ccsc1)NC(c1ccccc1)c1ccccc1	-1	-2	-4	-3	9	27	1	-2	-18
COc1cc(/C=C/C(=O)OCC(=O)N(C)Cc2ccccc2)cc(OC)c1OC	-3	-2	11	6	6	11	0.94	0	-4
Cc1ccc[n+](C(C)C(=O)Nc2ccc([N+](=O)[O-])cc2C)c1 (stereo not drawn)	0	-8	2	-3	9	-6	1	-1	-2
C=CCN(c1ccccc1Cl)S(=O)(=O)c1cccc(C(=O)OCC(=O)N(C)C2CCS(=O)(=O)C2)c1 (stereo not drawn)	-2	-3	13	0	14	-4	1	-1	7
Nc1nc2ccccc2cc1-c1cccs1	-1	-9	51*	-7	1	14	1.1	-3	11
COc1ccc(-c2n[nH]c(=S)o2)c(OC)c1	-2	-1	11	-7	-1	-22	1.1	-5	-11
Cc1ccc(C)n1Cc1ccc(C(=O)O)cc1	3	92	8	10	0	11	0.9	97	16
Cc1ccn2c(=O)nc(SCC(=O)NCc3ccc(F)cc3)nc2c1	5	-1	-9	-4	-2	5	1	-2	-15
CC1CCC/C(=N\NS(=O)(=O)c2ccccc2)C1 (stereo not drawn)	-3	-4	-18	-6	-18	11	1.1	-1	7
CC(=O)O[C@H]1C(=O)[C@@]2(C)C([C@H](OC(=O)c3ccccc3)[C@]3(O)C[C@H](OC(=O)[C@H](O)[C@@H](NC(=O)c4ccccc4)c4ccccc4)C(C)=C1C3(C)C)[C@]1(OC(C)=O)CO[C@@H]1C[C@H]2O (stereo partly drawn)	-6	-1	3	-34	7	14	1.3	-1	-34
C/C(=N\Nc1ccc(C(F)(F)F)cc1[N+](=O)[O-])C1CC1	1	-7	15	5	-1	11	0.95	-2	-5
Cc1ccc(NC(=O)c2cncc(Br)c2)cc1S(=O)(=O)N(C)C	-2	-1	18	7	19	25	0.93	1	-1
COc1ccc(N(CC(=O)N2CCN(Cc3ccccc3)CC2)S(C)(=O)=O)cc1Cl	-1	0	20	-3	-1	-5	1	0	0
